Screening data from PubChem.
PLK1 PBD block: PLK1 (human) polo-box domain binding inhibition; Plk1 PBD binding of FITC phosphopeptide, fluorescence polarization; Potency, µM, for the others: max response, negative = inhibition, usual class: inhibitors; hit rate 2.8% among 360,000; P53350; note: potency is the fitted concentration of half-maximal effect; series mostly up to about 57 µM; % is set by controls: 0 for no effect and ±100 for the full control effect; nearly all actives have a fitted effect of over 65% in size
Target sequence (P53350 whole entry, looked up, the tested form may be a part): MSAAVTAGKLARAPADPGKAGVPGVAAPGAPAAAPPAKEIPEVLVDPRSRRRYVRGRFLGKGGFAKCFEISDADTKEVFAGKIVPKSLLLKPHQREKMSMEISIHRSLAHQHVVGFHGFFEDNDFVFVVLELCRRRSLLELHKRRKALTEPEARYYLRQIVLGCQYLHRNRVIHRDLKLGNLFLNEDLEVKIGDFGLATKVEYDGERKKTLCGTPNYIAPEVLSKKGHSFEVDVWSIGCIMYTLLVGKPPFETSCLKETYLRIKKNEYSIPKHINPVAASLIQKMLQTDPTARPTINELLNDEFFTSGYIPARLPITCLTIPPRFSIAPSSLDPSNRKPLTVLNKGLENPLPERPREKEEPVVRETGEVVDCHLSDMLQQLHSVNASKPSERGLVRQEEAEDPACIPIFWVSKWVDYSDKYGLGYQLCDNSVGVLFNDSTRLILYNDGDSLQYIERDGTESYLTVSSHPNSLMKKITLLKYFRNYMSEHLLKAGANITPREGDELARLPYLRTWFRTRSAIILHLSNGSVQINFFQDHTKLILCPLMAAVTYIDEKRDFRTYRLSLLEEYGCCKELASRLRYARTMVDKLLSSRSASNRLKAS
PI5P4K alpha inh: inhibitors of human PI5P4K alpha; P48426; PI5P4Kalpha enzyme, ADP-Glo luminescence, 60 min; hits give low values; max response, %; hit rate 1.2% among 330,000; active = max response of -50% or lower; inconclusive = between -30% and -50%; inactive = -30% or higher; note: value at the top dose of about 77 µM; % is set by controls: 0 for no effect and ±100 for the full control effect
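ADP-Glo luminescence end-point after a 60 min room-temperature kinase reaction. PI5P4Kalpha and substrate in HEPES pH 7.4 buffer with EGTA, 0.1% CHAPS and 5% DMSO; ATP at 5 microM final.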
D3 ag: activates the human D3 dopamine receptor; hit rate 0.58% among 410,000; P35462; D3R DiscoveRx beta-arrestin cells, luminescence, 90 min; max activation, %; AID 652048; in the data active = max activation above about 30%; note: 0% is about no effect; mostly tested at two doses, the higher about 12 µM
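Cells at 1500/well, incubated overnight, then treated with pinned compounds (dopamine as control) for 90 min at 37 degrees C. DiscoveRx reagent added for 30 - 60 minutes at room temperature; luminescence read.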
HEK293 tox: cytotoxic in the GLP-1 receptor inverse agonist counter-screen | HEK293 cAMP-luciferase reporter cells, luminescence, 24 h | Potency, µM (series often up to 38.3 µM), inactives show at the highest dose activity change, negative = inhibition, hits mostly inhibitors | hit rate 0.13% among 410,000 | AID 624418;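 note: loss of luciferase light is scored as toxicity; potency is the fitted concentration of half-maximal effect; % is set by controls: 0 for no effect and ±100 for the full control effect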
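Compound-treated cells are incubated 24 hr at 37 deg C under 5% CO2 after a 12 hour attachment period, then luciferase detection reagent is added and luminescence is measured following 12 min at room temperature; lowered signal indicates toxicity.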
GLP-1R inv ag: acts as inverse agonist at human GLP-1 receptor | HEK293 GLP-1R CRE-luciferase, luminescence, 24 h; GLP-1R form is constitutively active | Potency, µM (series often up to 38.3 µM), inactives show at the highest dose activity change, negative = inhibition, usual class: inhibitors | hit rate 1.6% among 410,000 | AID 624417; note: potency is the fitted concentration of half-maximal effect; % is set by controls: 0 for no effect and ±100 for the full control effect; nearly all actives have a fitted effect of over 55% in size
Target sequence (P43220 whole entry, looked up): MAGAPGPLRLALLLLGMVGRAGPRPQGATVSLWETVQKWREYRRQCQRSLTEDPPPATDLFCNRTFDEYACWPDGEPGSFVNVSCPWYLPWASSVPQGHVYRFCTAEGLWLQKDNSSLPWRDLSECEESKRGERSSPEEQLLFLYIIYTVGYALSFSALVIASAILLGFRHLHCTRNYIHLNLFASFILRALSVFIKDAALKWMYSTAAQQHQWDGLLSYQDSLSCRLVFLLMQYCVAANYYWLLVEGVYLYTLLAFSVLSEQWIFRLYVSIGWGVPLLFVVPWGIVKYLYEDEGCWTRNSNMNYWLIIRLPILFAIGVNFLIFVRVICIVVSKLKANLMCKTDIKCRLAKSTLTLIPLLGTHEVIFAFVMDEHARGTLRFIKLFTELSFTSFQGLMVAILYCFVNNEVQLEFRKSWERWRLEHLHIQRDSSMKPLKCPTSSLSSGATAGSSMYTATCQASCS
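Readout was luciferase luminescence, measured 12 min after detection reagent at room temperature. Beforehand, GLP-1R reporter HEK293 cells had sat 12 h, then received compounds for 24 hr at 37 deg C.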
GLP1R ag: GLP-1 receptor (human) agonism; Potency, µM (highest dose often 45.6 µM), inactives show top-dose activation, actives largely listed as activators; HEK293 GLP-1R CRE-luciferase, luminescence, 4-6 h; cells express a hypersensitive GLP-1R form; hit rate 0.007% among 380,000; P43220; note: potency is the fitted concentration of half-maximal effect; % of control where 0% means no effect
DRD3 antagonist: antagonists of human D3 dopamine receptor; P35462; max response, negative = inhibition, %; hit rate 2.5% among 360,000; AID 652054; D3R cells, DiscoveRx beta-arrestin luminescence, antagonist mode; hits give low values; in the data active = max response below about -50%; inconclusive = no clear call, values can overlap the other calls; note: % is set by controls: 0 for no effect and ±100 for the full control effect; mostly tested at two doses, the higher about 12 µM
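Cells expressing the human receptor were seeded at 1500 cells/well, incubated overnight at 37 degrees C in 5% CO2, then exposed to library compounds with dopamine controls for 90 minutes at 37 degrees C before luminescent detection.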
IL2 activator: activates IL-2 in a cell-based reporter assay. IL-2 activation reporter assay, cell-based qHTS; stimulated with anti-CD3/CD4/CD28 beads; in transgenic mouse T cells. activation, % (series mostly up to about 46 µM). hit rate 0.065% among 360,000. AID 652025; in the data active = activation above about 50%; inconclusive = mostly about 30% to 49%; note: 0% is about no effect
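Unstimulated transgenic mouse T cells; 60-min compound exposure; bead-based TCR/CD4/CD28 stimulation; 18 h culture, 37 degrees C; dual fluorescence (EGFP, DsRed) plate cytometry.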
WRN inhibitor: inhibitors of human WRN helicase; WRN helicase unwinding, fluorescent forked duplex, kinetic; Potency, µM (titrated, usually from 114 µM), for the others: top-dose activity change, negative = inhibition, hits mostly inhibitors; hit rate 0.46% among 360,000; AID 651768; note: potency is the fitted concentration of half-maximal effect; % is set by controls: 0 for no effect and ±100 for the full control effect; nearly all actives have a fitted effect of over 55% in size
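Kinetic fluorescence helicase assay: unwinding of a quenched forked DNA duplex (100 nM final) with 2 mM ATP final raises red fluorescence (525/598 nm). Compounds sat 15 min at room temperature with 20 nM WRN beforehand.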
The depositor's hits bear a star; ? = inconclusive; nt = not tested or not shown; [ ] = remark or other dose. Unless noted, calls come from the whole dose curve; as a rule, active = well fitted curve in the direction sought with a large enough effect; inconclusive = small, poorly fitted or top-dose-only effect, or another doubt; inactive = no such curve, though single readings can be large; an effect the other way counts as inactive or inconclusive.

#1 Cc1ccc(S(=O)(=O)N2CCOCC2)cc1C(=O)NCCN1C(=O)S/C(=C\c2ccccc2Cl)C1=O
#2 COc1ccc(C(=O)Nc2cccnc2)cc1
#3 CCCCC1CCC(C(=O)N(C)CC(=O)Nc2cccc(OC)c2)CC1 (configuration not stated)
#4 O=C(CCn1c(=S)[nH]c2ccccc2c1=O)NCCCN1CCOCC1
#5 O=C(Cn1nnc2ccccc21)c1ccc(Br)cc1
#6 CN(CC(=O)NC(=O)NC(C)(C)C)CC(=O)Nc1ccccc1Cl

entry no.,1,2,3,4,5,6
PI5P4K alpha inh,0,nt,15,nt,0,1
PLK1 PBD block,-17%,-8%,-6%,-2%,1%,-9%
WRN inhibitor,-16%,-1%,-11%,-6%,-2%,-2%
HEK293 tox,-13%,-13%,16%,16%,2%,1%
IL2 activator,0.6,1.6,-0.9,-0.2,2.9,-0.4
D3 ag,6,-7,2,2,-11,-3
GLP1R ag,-5%,0%,1%,5%,4%,-3%
GLP-1R inv ag,-22%,3%,?,0%,4%,-17%
DRD3 antagonist,13,-15,3,-21,1,-12

#7 CCc1ccccc1N(C(C)=O)c1nc(CN=C=S)cs1
#8 O=C(O)c1cc(-c2ccc(Cl)s2)[nH]n1
#9 CNCCC1Sc2ccccc2Oc2ccccc21 (configuration not stated)
#10 N#CCOC(=O)C1c2ccccc2Oc2ccccc21
#11 COCCN(CC(=O)Nc1cccc(C)c1C)C(=O)C1(c2ccccc2)CC1
#12 Cc1ccc(Cl)cc1NS(=O)(=O)c1ccccc1

entry no.,7,8,9,10,11,12
PI5P4K alpha inh,3,-21,0,1,3,6
PLK1 PBD block,-6%,2%,-1%,1%,4%,3%
WRN inhibitor,-6%,-3%,-27%,-9%,5%,-12%
HEK293 tox,4%,11%,3%,0%,-3%,0%
IL2 activator,0.6,4.6,0.1,0.2,-2.6,0.7
D3 ag,0,3,-12,-2,0,-9
GLP1R ag,-6%,0%,13%,7%,-15%,3%
GLP-1R inv ag,?,9%,10µM*,-4%,-3%,?
DRD3 antagonist,-4,-2,-4,5,-3,-6

Arranged by number of heavy atoms (ascending): 4 of the compounds above
#12 Cc1ccc(Cl)cc1NS(=O)(=O)c1ccccc1
#10 N#CCOC(=O)C1c2ccccc2Oc2ccccc21
#6 CN(CC(=O)NC(=O)NC(C)(C)C)CC(=O)Nc1ccccc1Cl
#11 COCCN(CC(=O)Nc1cccc(C)c1C)C(=O)C1(c2ccccc2)CC1

entry no.,12,10,6,11
PI5P4K alpha inh,6,1,1,3
PLK1 PBD block,3%,1%,-9%,4%
WRN inhibitor,-12%,-9%,-2%,5%
HEK293 tox,0%,0%,1%,-3%
IL2 activator,0.7,0.2,-0.4,-2.6
D3 ag,-9,-2,-3,0
GLP1R ag,3%,7%,-3%,-15%
GLP-1R inv ag,?,-4%,-17%,-3%
DRD3 antagonist,-6,5,-12,-3

Further compounds follow.
#13 COC(=O)C1(C)NC(c2cccs2)C2C(=O)N(c3ccccc3F)C(=O)C21 (configuration not stated)
#14 CC(C)CNC(=O)c1ccccc1NC(=O)c1ccccc1N(C)S(C)(=O)=O
#15 CCN(CC)CCN(Cc1cc2cc3c(cc2[nH]c1=O)OCO3)C(=S)NCC(C)C
#16 C#CCN(C[C@@H]1[C@@H](OC(=O)NCc2ccccc2)[C@@H](OC(=O)NCc2ccccc2)Cn2c(=O)n(CCCCCC)c(=O)n21)S(=O)(=O)c1ccc(C)cc1
#17 COc1ccc(CNC(=S)NCc2ccc(OC)cc2)cc1
#18 C=CCSc1nc2ccccc2[nH]1

entry no.,13,14,15,16,17,18
PI5P4K alpha inh,3,-1,0,-2,2,3
PLK1 PBD block,-6%,-22%,-16%,-23%,-1%,-13%
WRN inhibitor,1%,9%,8%,-5%,4%,0%
HEK293 tox,-6%,-21%,1%,0%,-11%,50%[activator]
IL2 activator,1.3,-1.7,-0.5,-1.7,-1.2,0.1
D3 ag,-4,4,-14,3,8,-1
GLP1R ag,-6%,8%,-7%,1%,-4%,1%
GLP-1R inv ag,1%,7%,-11%,?,-6%,-15%
DRD3 antagonist,13,4,-18,11,4,-23

#19 OCc1ccnc2c(O)cccc12
#20 CC(=O)Oc1ccc(C(=O)Nc2cc(NC(=O)c3ccc(OC(C)=O)cc3)cc(C(=O)NC(C)(C)C)c2)cc1
#21 Cc1cc2nc(C)c(=O)n(C)c2cc1C
#22 C=CCn1c(SCC(=O)NC2CCCCC2)nc2ccccc2c1=O
#23 COc1ccc(C(=O)Nc2nnc(-c3ccc(F)cc3)s2)c(OC)c1
#24 N#CCC(=O)Nc1ccc(C(=O)OCC(=O)c2ccc3c(c2)NC(=O)CO3)cc1

entry no.,19,20,21,22,23,24
PI5P4K alpha inh,-20,?,-17,-5,-1,-29
PLK1 PBD block,2%,-19%,13µM*,8%,-15%,-18%
WRN inhibitor,-12%,-10%,-10%,6%,8%,?
HEK293 tox,?,-28%,0%,0%[7.66 µM],8%,2%
IL2 activator,-1.6,-0.7,-0.1,0.9,-0.6,0.5
D3 ag,-7,4,6,2,-12,3
GLP1R ag,-6%,-4%,6%,0%,6%,-9%
GLP-1R inv ag,8.9µM*,?,21%,13%[7.66 µM],31%[activator],14%
DRD3 antagonist,5,13,5,17,-17,-17

#25 Cc1cc(-n2c(C)cc(C(=O)CN3C(=O)NC4(CCCCC4)C3=O)c2C)no1
#26 Cc1ccccc1CS(=O)(=O)Cc1ccc(C(=O)NCC2CCCO2)o1 (configuration not stated)
#27 CCOc1ccc(/C(O)=C2/C(=O)C(=O)N(Cc3cccnc3)C2c2ccc(N(C)C)cc2)c(C)c1 (configuration not stated)
#28 OC[C@@H]1CN(Cc2ccncc2)C[C@H](n2cnc3c(NCc4ccco4)ncnc32)O1
#29 Cc1nn(C)cc1C(=O)/C=C/c1ccc([N+](=O)[O-])cc1
#30 COc1ccc(N(CC(=O)NCc2cccnc2)S(=O)(=O)c2ccccc2[N+](=O)[O-])c(OC)c1

entry no.,25,26,27,28,29,30
PI5P4K alpha inh,-10,-2,nt,0,-4,-4
PLK1 PBD block,-2%,-5%,-5%,-2%,-7%,-12%
WRN inhibitor,13%,10%,-10%,-4%,-14%,-3%
HEK293 tox,-21%,12%,-4%,3%,7%,-8%
IL2 activator,0.1,-0.5,-2.7,-0.2,0.4,-0.2
D3 ag,1,-8,-16,-7,-9,-2
GLP1R ag,-22%,4%,-1%,1%,-1%,4%
GLP-1R inv ag,2%,1%,4%,14%,-24%,-7%
DRD3 antagonist,32,-10,?,24,?,-28

#31 CC(Sc1nnc(Cn2c(=O)sc3ccccc32)n1C)c1ccccc1 (configuration not stated)
#32 CC1CN/C(=C\C(=O)c2ccccc2)C(=O)N1 (configuration not stated)
#33 COc1cccc(NC(=O)Nc2cc(C(=O)O)ccc2C)c1
#34 CN(C)C(=O)c1cc(F)ccc1Sc1cc(Cl)ccc1Cl
#35 COc1ccc(S(=O)(=O)N(CC(=O)N2CCOCC2)Cc2ccccc2)cc1C
#36 CCOC(=O)N1CCN(CC(=O)Nc2ccc(OC)cc2)CC1

entry no.,31,32,33,34,35,36
PI5P4K alpha inh,-7,-8,-6,2,nt,8
PLK1 PBD block,?,2%,-7%,-2%,-9%,-2%
WRN inhibitor,-5%,15%,1%,-13%,-1%,7%
HEK293 tox,6%,-24%,-5%,-18%,2%,-17%
IL2 activator,-0.7,0.4,0.1,0.2,-1.6,2.1
D3 ag,-7,4,-10,7,-2,2
GLP1R ag,-4%,-15%,1%,10%,16%,-5%
GLP-1R inv ag,12%,-15%,20%,?,-3%,6%
DRD3 antagonist,-3,11,-16,10,-17,-1

#37 Cc1ccc(S(=O)(=O)N2CCCC2C(=O)NC2=NCCS2)cc1 (configuration not stated)
#38 COc1ccc(-n2c(COc3ccc(C)cc3)nnc2SCC(=O)O)cc1
#39 CCOC(=O)c1ccc(NC(=S)N2CCN(C(=O)C3CCCO3)CC2)cc1 (configuration not stated)
#40 CC(Oc1ccc(-n2cnnn2)cc1)C(=O)O (configuration not stated)
#41 O=C1CCCN1c1ccc(S(=O)(=O)NCCOc2ccccc2)cc1
#42 CC1=C(C(=O)N2CCOCC2)CC(CC(=O)NCCc2ccccn2)C(=O)N1CCCN1CCCC1=O (configuration not stated)

entry no.,37,38,39,40,41,42
PI5P4K alpha inh,2,-9,-2,1,0,-6
PLK1 PBD block,-3%,-3%,2%,-9%,-12%,0%
WRN inhibitor,5%,-7%[57.1 µM],8%,1%,3%,5%
HEK293 tox,2%,-16%,1%,15%,19%,6%
IL2 activator,0.3,1.0,-0.3,-2.3,-4.3,0.6
D3 ag,6,9,-6,2,0,-7
GLP1R ag,-8%,-3%,-5%,-1%,5%,-2%
GLP-1R inv ag,2%,10%,-7%,5%,?,3%
DRD3 antagonist,0,12,-1,4,0,?

#43 Cc1[nH]c(=O)c(C#N)c2c1CSC(C)(C)C2
#44 Cn1c(-c2cccc(Br)c2)n[nH]c1=O
#45 O=C(O)c1ccc(CNC(=O)c2ccc3c(c2)C(=O)N(Cc2cccnc2)C3=O)cc1
#46 COc1cc2sc3ccc(C#CC4(O)CCCCC4)cc3c(=O)c2cc1OC
#47 COc1ccccc1N1CCN(C(=O)Nc2cn(CC(C)C)c(=O)c3ccccc23)CC1
#48 Cc1ccc2nc(N3C(=O)C(O)=C(C(=O)c4ccco4)C3c3cccs3)sc2c1 (configuration not stated)
#49 O=C(Cc1ccc(Cl)cc1)Nc1nc2ccccc2[nH]1
#50 O=C(O)C/C(=C\c1cc(Br)cs1)c1nc2ccccc2o1
#51 CCOC(=O)c1ccccc1NC(=O)Cn1c(=O)n(CCC(=O)N2CCc3ccccc3C2)c(=O)c2ccccc21

entry no.,43,44,45,46,47,48,49,50,51
PI5P4K alpha inh,nt,-3,1,-6,nt,nt,2,4,nt
PLK1 PBD block,-10%,-9%,-18%,-4%,nt,27µM*,-6%,-10%,nt
WRN inhibitor,-3%,7%,5%,-3%,nt,-30%,6%,-2%,nt
HEK293 tox,5%,-1%[7.66 µM],3%,-2%,0%,17%,-1%,0%,2%
IL2 activator,-0.6,0.1,-1.9,-0.6,nt,0.1,0.2,1.1,nt
D3 ag,1,-5,-3,28,-1,-16,-1,4,-13
GLP1R ag,9%,13%,6%,-1%,5%,6%,-4%,12%,2%
GLP-1R inv ag,0%,23%[7.66 µM],5%,?,-19%,0%,-17%,14%,-10%
DRD3 antagonist,-15,-13,-2,46,nt,-27,5,-6,nt
